CASP6 VEID inh – caspase-6 (human) enzyme inhibition; inhibition, % at 12.5 µM; hit rate 0.53% among 350,000; purified caspase-6, Z-VEID-R110 cleavage fluorescence; P55212;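 active = mean inhibition across replicates at least about 35%, with every replicate also reaching that limit, limit read from the data; inconclusive = only one of the two criteria met; inactive = neither criterion met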;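 note: 0% = median of neutral control wells and 100% = no fluorescence left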
E-sel inducer – E-selectin induction on HUVECs; activation, % at 7.58 µM; AID 686992; HUVEC E-selectin immunofluorescence imaging; normalized: neutral wells 0, TNF-alpha wells 100; P16581; hit rate 0.37% among 260,000;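 active = mean E-selectin-positive cell signal at least 10% of the positive control, reached in at least 60% of replicates, without over 20% cell loss; inconclusive = no rule given, readout overlaps actives, possibly toxicity-flagged; inactive = the rest, including those meeting only one limit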;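 note: in these data hits start at about 27%; measured in HUVEC primary endothelial cells; signal is the percent of cells scored E-selectin positive by PE staining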
Target sequence (P16581 whole entry, looked up): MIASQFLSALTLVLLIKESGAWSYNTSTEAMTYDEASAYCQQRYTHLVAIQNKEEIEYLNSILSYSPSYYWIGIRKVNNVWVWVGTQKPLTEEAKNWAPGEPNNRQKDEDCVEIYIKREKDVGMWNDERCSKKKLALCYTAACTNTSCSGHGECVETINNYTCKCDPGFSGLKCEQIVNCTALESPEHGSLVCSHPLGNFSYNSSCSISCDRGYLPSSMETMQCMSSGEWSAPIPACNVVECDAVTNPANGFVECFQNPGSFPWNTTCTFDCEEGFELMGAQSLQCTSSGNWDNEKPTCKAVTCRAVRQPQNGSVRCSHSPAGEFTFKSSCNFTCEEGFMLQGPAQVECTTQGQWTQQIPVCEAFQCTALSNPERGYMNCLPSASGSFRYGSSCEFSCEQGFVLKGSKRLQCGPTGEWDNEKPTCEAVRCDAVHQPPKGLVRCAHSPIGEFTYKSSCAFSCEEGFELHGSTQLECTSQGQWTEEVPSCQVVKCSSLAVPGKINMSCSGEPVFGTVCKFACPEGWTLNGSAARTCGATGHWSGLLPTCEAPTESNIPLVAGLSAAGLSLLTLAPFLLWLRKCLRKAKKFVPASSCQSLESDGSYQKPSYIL
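Read-out basis: % PE-positive cells; Test system: HUVEC primary endothelial cells; Technique: immunofluorescence imaging; Dosing: single-point compound dose.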
RAD52 inh – RAD52 (human) annealing inhibition; P43351; AID 651710; inhibition, % at 18.7 µM; recombinant RAD52 DNA annealing, FRET fluorescence; hit rate 0.46% among 360,000;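 active = every replicate showing at least 50% inhibition; inconclusive = mean inhibition at least 50% but not in every replicate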
Target sequence (P43351 whole entry, looked up): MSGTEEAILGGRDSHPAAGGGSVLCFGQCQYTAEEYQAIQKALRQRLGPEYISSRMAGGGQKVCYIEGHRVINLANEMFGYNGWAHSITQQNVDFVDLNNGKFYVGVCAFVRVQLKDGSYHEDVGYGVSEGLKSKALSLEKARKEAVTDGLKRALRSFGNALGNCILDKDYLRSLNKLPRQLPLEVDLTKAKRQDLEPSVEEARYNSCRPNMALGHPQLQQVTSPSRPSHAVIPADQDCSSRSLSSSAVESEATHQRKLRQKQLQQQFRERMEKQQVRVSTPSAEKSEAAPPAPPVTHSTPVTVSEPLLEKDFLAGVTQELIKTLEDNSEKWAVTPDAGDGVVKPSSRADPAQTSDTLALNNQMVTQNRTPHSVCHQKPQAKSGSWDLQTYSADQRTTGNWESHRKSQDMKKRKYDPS
F508del corr – correctors of CFTR F508del function in bronchial epithelial cells | CFBE cells, YFP halide quenching; stimulated with forskolin plus potentiator P3; % fluorescence drop versus neutral controls | activity (quench increase), % at 7.58 µM | hit rate 0.36% among 350,000 | AID 720511;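 active = mean added fluorescence quench of at least 8% versus neutral control, with both replicates also reaching 8%; inconclusive = only one of the mean or replicate conditions met; inactive = mean below 8% and not both replicates reaching 8%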;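 note: cells transiently co-express mutant CFTR-F508del with the halide-sensitive YFP; corrector assay measuring rescue of mutant channel to the surface after 24 h compound exposure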
DENV2 CPE – protects cells from dengue virus 2 cytopathic effect | hit rate 1.7% among 350,000 | DENV2-infected cells, cytopathic effect rescue, plate reader | CPE inhibition, % at 9.99 µM; in the data active = CPE inhibition above about 20%, passing the limit was not always enough; inconclusive = no clear call, values can overlap the other calls; tested in BHK-21 cells;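 note: 0% = median of neutral control wells and 100% = median of positive control wells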
RAD54 branch – inhibitors of human RAD54 branch migration; RAD54 Holliday junction branch migration, FAM/BHQ fluorescence; inhibition, % at 10.4 µM; hit rate 0.14% among 360,000; AID 602329;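 active = mean normalized replicate activity at least 40 and at least half of replicates scoring 40 or more; inconclusive = only one of the two criteria met; inactive = mean below 40 and under half of replicates reaching 40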;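 note: 0% = median of neutral control wells and 100% = median of positive control wells; inhibitors cause a drop in the FAM fluorescence signal; in these data hits start at about 50%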
Xi reactivation – activators of X-chromosome reactivation in mouse fibroblasts | XiGFP mouse fibroblasts, % GFP-positive cells imaging, 3 d; cells co-treated with 5-aza-dC sensitizer; scaled so ellipticine positive control = 100% | activation, % at 7.58 µM | hit rate 0.055% among 360,000 | AID 743238;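 active = mean normalized replicate activation at least 10% and every replicate at or above 10%; inconclusive = only one of the two criteria met; inactive = mean below 10% and not all replicates reach 10%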;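 note: 0% = median of on-plate neutral control wells and 100% = ellipticine 6 µM median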
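Material: XiGFP fibroblasts, SV40-immortalized. Buffer or medium: DMEM plus 5-aza-dC sensitizer. Compound: single concentration per compound, delivered by pin transfer. Times: 3 days compound exposure. Controls: ellipticine 6 µM.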
INS-1E GSIS act – GLuc luminescence reporter in INS-1E cells, primary screen for activators of glucose-dependent secretion of insulin; hit rate 0.61% among 370,000; INS-1E GLuc reporter insulin secretion, 2-3 h; activation, % at 16.6 µM; AID 743287;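 active = lowest replicate activation of at least 40%, so every replicate reaches that level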;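 note: 0% = median of neutral control wells and 100% = median of IBMX positive control wells; some compounds called inactive have numbers as strong as hits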
* hit, by the source's call; ? = inconclusive; / = not tested or not shown. Compounds as they come (roughly 3.7% active in at least one column).

SMILES	CASP6 VEID inh	E-sel inducer	RAD52 inh	F508del corr	DENV2 CPE	RAD54 branch	Xi reactivation	INS-1E GSIS act
Cc1ccc(C)c(NC(=S)N(CCN(C)C)C(C)c2ccccn2)c1 (centres undefined)	-4	0.0	-8	1.7	14	1	0.1	-59
O=C(CC1CC1)N1CC(=O)N2[C@H](CO)[C@H](c3ccc(C#Cc4ccc(F)cc4)cc3)[C@H]2C1	1	0.0	-30	4.3	-9	/	0.5	-16
Cn1cnc(S(=O)(=O)N2CC[C@@H]3[C@@H](CO)Nc4ccc(C#Cc5ccc(F)cc5)cc4[C@@H]32)c1	0	0.2	-3	-0.1	1	/	0.1	14
O=C(CCN1C(=O)/C(=C/c2cccs2)SC1=S)Nc1cccc(C(=O)O)c1	2	1.0	-133	-1.2	3	-4	-0.1	3
O=C(COCc1cc(-c2ccc3c(c2)OCO3)on1)N1CCN(c2ccccc2)CC1	1	/	-28	-0.8	9	-13	0.1	-12
CCC(Sc1nc2ccccc2o1)C(=O)O (centres undefined)	-1	/	-4	0.4	1	/	0.2	/
CCOc1ccc(NC(=O)COc2ccccc2C(=O)NCc2ccccc2)cc1	9	0.6	-1	-1.8	?	-14	0.1	10
O=C(OCCN1CCCC1=O)c1cc(F)c(F)c(F)c1F	1	/	-15	-0.7	-5	1	0.1	2
CC(=O)N1[C@@H]2c3ccc(C4=CCCC4)c(=O)n3C[C@H]1[C@H](CO)[C@H]2C(=O)NC1CCCC1	0	-0.1	-16	-1.7	-7	/	0.4	9
O=C(NNC(=O)C(Cl)Cl)c1cnn(-c2ccccc2)c1C(F)(F)F	6	/	-4	-0.7	5	/	0.1	25
COc1ccccc1C(=O)Nc1ccc(Oc2nnc(-c3ccc(C)cc3)c3ccccc23)cc1	/	-0.3	/	/	/	3	0.3	5
Cc1cccc(N(CC(=O)N2CCCCCC2)S(C)(=O)=O)c1C	-1	/	-1	-2.2	3	-6	0.0	10
C[C@H](CO)N1C[C@H](C)[C@H](CN(C)C(=O)Nc2ccc3c(c2)OCO3)Oc2ncc(-c3ccc(F)cc3)cc2C1=O	2	0.7	2	-1.5	-6	2	-0.7	-28
CCOC(=O)N1CCN(c2cc(C)c(C(C)=O)cc2F)CC1	-1	/	-6	2.6	-8	/	/	0
O=C1CC(Cc2ccc(Br)cc2)C(=O)N1c1ccccc1 (centres undefined)	3	/	2	-1.3	?	4	0.2	/
Cc1ccc(S(=O)(=O)N=N/C=C2\C=CC=CN2O)cc1	/	0.2	-8	-1.0	8	-6	0.5	11
CCOc1ccc(S(=O)(=O)Nc2ccc(C(=O)NCC3(N4CCCCC4)CCCCC3)cc2)cc1	6	0.8	-5	-3.3	2	1	0.3	-37
Cc1ccc(SCC(=O)NCCCc2ccccc2)cc1	0	2.5	-13	-0.2	11	-2	-0.1	-11
COc1cccc(NC(=O)CN(C)C(=O)c2ccc3c(c2)S(=O)(=O)N=C2CCCCCN23)c1	2	-0.8	-3	-0.5	1	/	0.2	0
COc1ccc(S(=O)(=O)/N=C2/NC(=O)/C(=C/c3ccco3)S2)cc1	62*	/	-135	-1.0	/	/	0.0	/
CN(C)CC(=O)N1CCCCN2[C@H](CO)[C@H](c3ccc(-c4cccc(C(=O)N(C)C)c4)cc3)[C@H]2C1	/	0.0	/	-0.4	/	4	0.3	29
CCC(C(=O)N/N=C/c1cccnc1)c1ccccc1 (centres undefined)	-3	0.3	-7	-4.2	-12	-6	0.0	19
C=COC(=O)NC1CCc2cc(OC)c(OC)c(OC)c2-c2ccc(SC)c(=O)cc21 (centres undefined)	-2	0.0	2	0.1	1	/	0.1	-11
C[C@H]1CCCCO[C@H](CN(C)C(=O)CCCN(C)C)[C@@H](C)CN([C@@H](C)CO)C(=O)c2cc(NC(=O)Nc3ccc(F)cc3)ccc2O1	4	0.1	44	-2.5	7	3	-1.0	19
Cc1cc(C)c(S(=O)(=O)c2ccc(Cl)cc2)c(=O)[nH]1	3	/	6	1.7	-1	3	0.0	10

Reprinted from the part before: two compounds; new compounds follow.
SMILES	CASP6 VEID inh	E-sel inducer	RAD52 inh	F508del corr	DENV2 CPE	RAD54 branch	Xi reactivation	INS-1E GSIS act
C[C@H]1CCCCO[C@H](CN(C)C(=O)CCCN(C)C)[C@@H](C)CN([C@@H](C)CO)C(=O)c2cc(NC(=O)Nc3ccc(F)cc3)ccc2O1	4	0.1	44	-2.5	7	3	-1.0	19
Cc1cc(C)c(S(=O)(=O)c2ccc(Cl)cc2)c(=O)[nH]1	3	/	6	1.7	-1	3	0.0	10
CC[C@]12c3[nH]c4cc(CCC(=O)N(C)C)ccc4c3CCN1C(=O)[C@@H](CC(=O)NCc1ccc(OC)c(OC)c1)C[C@@H]2C(=O)N1CCN(C(=O)C2CC2)CC1	-4	0.0	3	2.5	-4	-3	0.4	-3
O=C1N=C(N2CCOCC2)S/C1=C\c1ccncc1	-4	4.5	-2	2.4	-1	-4	0.1	-7
CC(=O)c1ccccc1OCC(=O)Nc1cccc(S(=O)(=O)N2CCCC2)c1	3	0.0	1	-0.6	17	-8	-0.1	/
COc1ccc(Br)cc1C(=O)Nc1ccccc1N1CCCC1	-44	/	6	1.3	11	-1	-0.1	-3
C/C=C/c1ccc2c(c1)O[C@H](CN(C)C(=O)CN(C)C)[C@H](C)CN([C@@H](C)CO)S2(=O)=O	-4	-0.4	-3	1.4	12	-12	-1.1	0
COc1ccc(S(=O)(=O)N(C)C[C@H]2Oc3ccc(NS(=O)(=O)c4cn(C)cn4)cc3C(=O)N([C@H](C)CO)C[C@H]2C)cc1	/	-0.1	/	-2.5	/	/	-1.1	5
CCOc1ccc2nc(N3CCC(C(=O)Nc4nnc(CC)s4)CC3)sc2c1	6	0.2	14	-4.2	-8	0	0.4	0
COc1ccc(C(=O)N2CCN(C)C(=O)[C@@H]2C)cc1OC1CCN(C(C)=O)CC1	1	-0.2	-18	-3.8	12	9	0.3	0
COc1ccc(NC(=O)N(C)C[C@@H]2Oc3ncc(C#CC(C)C)cc3C(=O)N([C@@H](C)CO)C[C@H]2C)cc1	2	-0.1	10	0.0	5	-10	0.1	-7
O=S(=O)(Cc1ccccc1Cl)c1ncn[nH]1	-1	0.0	-15	-0.5	-5	-14	-0.1	10
CCN(c1ccc(NC(=O)CSc2ccc3c(c2)OCCO3)cc1)C(C)C	2	0.0	-20	0.2	-6	5	0.3	-13
CCS(=O)(=O)Nc1ccc2c(c1)C(=O)N(C)C[C@H](OC)[C@@H](C)CN(CCC(F)(F)F)[C@@H](C)CO2	/	0.0	7	2.4	7	-4	0.0	-7
CSc1c(CC(=O)NCCCO)n(Cc2ccccc2)c2ccccc12	-5	0.2	-16	-0.9	8	1	0.1	7
CC(C)CNC[C@@H]1[C@@H](c2ccccc2)[C@@H](CO)N1Cc1ccc(F)cc1	5	-0.3	-5	0.2	0	/	0.0	0
CCNC(=O)[C@H]1[C@H](CO)[C@H]2Cn3c(cccc3=O)[C@@H]1N2Cc1cc(F)ccc1F	2	-0.2	-10	-0.3	-8	/	0.4	10
CC(=O)NC[C@H]1[C@@H](c2ccc(-c3ccccc3F)cc2)[C@@H](CO)N1CCC(F)(F)F	-4	0.0	-11	-2.8	-10	/	-0.1	-11
Cc1nn(C(=O)CCCn2cc([N+](=O)[O-])cn2)c(C)c1Cl	-2	-1.5	-5	1.1	-2	/	0.2	-6
O=C(NC1CCCCCC1)c1cccnc1Sc1ccc(Cl)cc1	3	1.3	-12	/	-4	-4	0.2	16
Cc1ccc(C)c(NC(=O)CN(C)C(=O)c2ccccc2OCc2ccccc2Cl)c1	1	/	-13	-3.2	-2	-3	0.0	-32
COc1ccc(S(=O)(=O)N(C)C[C@@H]2Oc3ccc(NS(C)(=O)=O)cc3CC(=O)N([C@H](C)CO)C[C@H]2C)cc1	-1	/	-1	-2.3	5	-1	-1.2	-1
CCc1cc2c(=O)[nH]c(CC(N)=O)nc2s1	1	/	-31	-0.5	2	5	0.2	-5
CCOc1cc(C(=O)CSc2nnc(CNc3ccc(Cl)cc3)o2)ccc1NC(=O)CC	-1	/	-6	-5.9	7	0	/	7
Cn1cnc(S(=O)(=O)N[C@@H]2C=C[C@@H](CC(=O)N3CCN(c4ccccc4)CC3)O[C@@H]2CO)c1	-2	-0.2	-11	-2.8	9	10	0.5	-3
C[C@H](CO)N1C[C@H](C)[C@@H](CN(C)Cc2cccc(F)c2)Oc2ncc(C#C[C@@H](C)O)cc2C1=O	0	0.3	1	1.0	-2	-1	0.0	15
COc1ccc(C2/C=C\CN(C(=O)Oc3ccc(C(F)(F)F)cc3)CC(=O)N2Cc2ccc(F)cc2)cc1 (centres undefined)	2	-0.2	-8	-3.2	?	-3	0.1	-4
SMILES	CASP6 VEID inh	E-sel inducer	RAD52 inh	F508del corr	DENV2 CPE	RAD54 branch	Xi reactivation	INS-1E GSIS act
COc1ccc(Cc2noc(CN(C)Cc3ccc(-n4cccn4)cc3)n2)cc1OC	-1	0.4	-10	1.4	-1	4	0.6	16
CCC(C(N)=NCCc1ccc(OC)c(OC)c1)c1ccccc1 (centres undefined)	-1	0.0	-9	3.0	5	4	0.3	32
COc1ccc(CCNC(=S)NCCc2c[nH]c3ccccc23)cc1	0	3.4	-7	-0.3	-3	/	0.1	-43
CCn1c(C)nc2cc(C(=O)NNC(=O)Nc3ccc(Cl)c(Cl)c3)ccc21	/	-0.3	-18	2.4	1	/	0.0	-2
Cc1cc(CNC(=O)COc2cc(F)ccc2[N+](=O)[O-])c2ccccc2n1	1	-2.4	5	3.9	2	-1	0.0	-6
CC(C)(C)c1csc(NC(=O)Nc2ccccc2)n1	-1	-3.0	-6	0.8	1	4	0.0	-44
C=CCOc1ccc(CN(C)C(=O)CN2C(=O)c3ccccc3C2=O)cc1	3	0.0	0	0.0	1	-2	0.5	10
CC1=C(C(=O)N(C)C)CC(CC(=O)NC2CCCC2)C(=O)N1Cc1ccc(F)cc1 (centres undefined)	3	-0.1	-9	-2.3	-3	0	0.1	13
NC(=O)c1ccsc1NC(=O)c1ccc(S(=O)(=O)N2CCCCC2)cc1	-1	0.1	-8	0.9	-15	11	1.1	/
O=C(Cn1nnc(-c2cccc(C(F)(F)F)c2)n1)NC1CCCC1	-1	/	-8	/	/	10	/	2
C/C(CC(=O)Nc1ccc(Cl)cc1Cl)=N\NC(=O)C(=O)NCCO	2	-2.1	-9	-3.0	-7	0	0.1	-9
O=C(NC[C@@H]1CC[C@@H]2[C@@H](CN2C(=O)CN2CCOCC2)O1)NC1CCCCC1	3	/	4	-0.1	10	/	/	/
O=C1NC2=C(C(=O)CCC2)C(c2ccc(OC(F)F)cc2)N1 (centres undefined)	-1	0.2	2	-1.3	2	-18	0.2	4
COc1cccc(CN2CCc3ccc(NC(=O)CCc4ccc(C)cc4)cc3C2)c1O	-1	-0.1	-25	-2.3	-6	-12	0.0	-33
CC(C)Oc1ccc(C(=O)Nc2cc(S(=O)(=O)N3CCOCC3)ccc2N2CCOCC2)cc1	7	-0.3	-3	0.5	-7	9	0.0	-6
CCC1=C(OC(=O)N(CC)CC)N2C(=O)OC(=NCC(=O)OC)[C@]2(Cc2ccccc2)[C@H]2C1=CC[C@H]1C(=O)NC(=O)[C@H]12	-2	-0.1	-10	4.4	23*	-3	0.3	/
Cc1nc(NC(=O)CC(C)C)sc1-c1csc(Nc2ccc(Cl)cc2)n1	-1	2.0	-22	5.9	?	5	0.2	4

From PubChem BioAssay
